TRPML3 agonist: activates the human TRPML3 channel; Q8TDD5; HEK293 TRPML3-YFP, Fluo-8 calcium fluorescence; 100% = the carbachol control signal; activation, % at 3 µM; 220,000 tested, 0.29% active; AID 1448;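 active = activation above its plate's cutoff, the mean activation of the plate's test wells plus 3 SD, cut at about 12% in these data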;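 note: 0% = DMSO only wells and 100% = carbachol wells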
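Material: HEK293 cells stably carrying human TRPML3-YFP; compound dosing: single dose, 3 µM final nominal compound, 0.3% DMSO final; incubation: 1-h 37 °C dye load, 5-s basal, 120-s post-compound reads; technique: Fluo-8 intracellular calcium fluorescence, excitation 470-495 nm, emission 515-575 nm; read-out basis: percent activation from peak-to-basal fluorescence ratio, scaled between DMSO and carbachol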
TNF necrop inh: inhibitors of TNF-alpha induced necroptosis in Jurkat FADD-/- cells; 220,000 tested, 0.068% active; AID 463075; Jurkat FADD-/- TNF necroptosis rescue, ATP luminescence, 24 h; 0 = TNF only, 100 = no-TNF cells; activation (protection from cell death), % at 10 µM;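 active = activation, meaning protection from cell death, of at least 50% relative to plate controls; inactive = activation below 50%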;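 note: necroptosis triggered by 40 ng/mL TNF-alpha added together with compound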
CHOP inh: blocks CHOP induction under ER stress; CHO-K1 CHOP-promoter luciferase, tunicamycin-induced, 15-18 h; inhibition, % at 10 µM; 220,000 tested, 3.8% active; AID 2732;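 active = compounds that reduced the stress-induced luciferase reporter signal by more than about 70% of percent inhibition, limit read from the data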;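 note: 0% = tunicamycin plus vehicle and 100% = wells without tunicamycin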
Ba/F3 V617F tox: lowers viability of Ba/F3 cells expressing EpoR and JAK2V617F | ATP luminescence | inhibition, % at 5.6 µM | 220,000 tested, 1.1% active | AID 1446;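 active = inhibition above the campaign mean plus 3 SD over all tested compounds, cut at about 24% in these data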;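 note: cytokine-independent growth of Ba/F3 cells driven by EpoR plus mutant JAK2; 0% = DMSO-treated cells and 100% = JAK inhibitor I control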
TRPN1 ag: zebrafish TRPN1 (NompC) channel agonism; 220,000 tested, 0.18% active; activation, % at 3 µM; HEK293 zebrafish TRPN1-YFP, Fluo-8 calcium fluorescence; 100% = response to 87 µM carbachol;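 active = activation above its plate's cutoff, the mean activation of test wells on that plate plus 3 SD, cut at about 19% in these data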;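 note: 0% = DMSO alone and 100% = 87 µM carbachol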
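Material – zebrafish TRPN1-YFP in HEK293 cells · Doses – 3 µM single point · Schedule – dye 1 h 37 °C plus 30 min RT · Signal – Fluo-8 calcium fluorescence, excitation 470-495 nm, emission 515-575 nm · Read-out – % activation versus carbachol response · Control set – carbachol high, DMSO low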
BaF3 tox: parental Ba/F3 viability inhibition as JAK2V617F counter-screen; 220,000 tested, 1.1% active; CellTiter-Glo ATP luminescence; inhibition, % at 5.6 µM; AID 1486;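 active = inhibition above a per-campaign cutoff, the mean inhibition of all tested compounds plus 3 SD, cut at about 27% in these data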;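 note: 0% = DMSO wells and 100% = JAK Inhibitor I control wells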
PPC-1+TRAIL kill: kills PPC-1 cancer cells in the presence of TRAIL. 220,000 tested, 0.41% active. cell killing (% activity), % at 4 µM. PPC-1 cells + TRAIL, ATPLite viability luminescence;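 active = cell killing above 50% in the first pass at 4 µM, then a duplicate retest at 5 µM averaging 50% or more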;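 note: plate controls were cells with TRAIL plus DMSO for no effect and medium-only wells lacking cells for full effect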
Wee1 degr inh: inhibitors of human Wee1 degradation. P30291. HeLa Luc-Wee1K328M stability, luciferase luminescence; 100% = proteasome inhibitor MG132 effect. reporter increase, % at 5 µM. 220,000 tested, 1.2% active. AID 1321;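 active = activation above the mean of all tested compounds plus 3 SD, set per screening run, cut at about 8.8% in these data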;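 note: cells exposed to compound for 20 h before luminescence read; 0% = DMSO alone and 100% = MG132 at 30 µM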
Target sequence (P30291 whole entry K328M): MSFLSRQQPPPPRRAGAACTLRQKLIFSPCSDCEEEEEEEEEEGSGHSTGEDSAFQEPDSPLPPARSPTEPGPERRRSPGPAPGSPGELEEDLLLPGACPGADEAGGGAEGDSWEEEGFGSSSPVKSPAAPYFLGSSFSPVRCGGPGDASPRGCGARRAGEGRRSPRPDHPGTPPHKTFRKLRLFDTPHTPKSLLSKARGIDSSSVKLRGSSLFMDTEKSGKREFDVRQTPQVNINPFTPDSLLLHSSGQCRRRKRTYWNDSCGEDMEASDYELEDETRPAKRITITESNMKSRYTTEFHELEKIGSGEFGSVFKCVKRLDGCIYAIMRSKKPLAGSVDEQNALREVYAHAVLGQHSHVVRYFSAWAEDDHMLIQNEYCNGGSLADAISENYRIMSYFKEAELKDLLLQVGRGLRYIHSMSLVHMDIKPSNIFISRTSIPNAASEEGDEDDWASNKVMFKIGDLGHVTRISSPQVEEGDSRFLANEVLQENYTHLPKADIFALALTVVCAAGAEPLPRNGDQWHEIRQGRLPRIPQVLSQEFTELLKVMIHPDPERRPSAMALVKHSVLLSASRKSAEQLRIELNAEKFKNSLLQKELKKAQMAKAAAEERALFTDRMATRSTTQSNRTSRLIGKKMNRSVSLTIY
RBBP9 inhibitor: inhibitors of human serine hydrolase RBBP9; O75884; recombinant RBBP9, FP-Rh probe fluorescence polarization; inhibition, % at 7.94 µM; 220,000 tested, 0.2% active;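 active = inhibition above the campaign mean of all tested compounds plus 3 SD, cut at about 14% in these data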;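 note: plate controls were DMSO wells with RBBP9 for no effect and wells lacking RBBP9 protein for full effect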
Target sequence (O75884 whole entry, looked up): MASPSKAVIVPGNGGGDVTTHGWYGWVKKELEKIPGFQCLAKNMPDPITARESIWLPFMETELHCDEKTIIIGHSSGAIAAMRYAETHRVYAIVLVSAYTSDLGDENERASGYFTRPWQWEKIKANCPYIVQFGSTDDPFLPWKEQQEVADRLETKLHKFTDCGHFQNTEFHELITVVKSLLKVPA
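Test system: recombinant human RBBP9. Quantity: 2.5 µM RBBP9 dispensing solution, before mixing. Detection: FP readout at 525/598 nm. Reagent: Serine-hydrolase probe FP-Rh, 375 nM pre-mixing. Measure: % inhibition. Control set: DMSO-treated enzyme wells and wells lacking RBBP9. Buffer or medium: Tris-NaCl-Pluronic buffer, pH 8.0. Times: preincubation 30 min plus labeling 45 min at 25 °C.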
* marks the source's active call; other numbers are inactive results.

1	O=C(CN1CCOCC1)Nc1ccc([N+](=O)[O-])cc1Br
2	CCc1nc2c(sc3nc4c(cc32)COC(C)(C)C4)c(=O)n1Cc1ccco1
3	O=C(NCc1ccc(F)cc1)C1CCC(CNc2c(N3CCOCC3)c(=O)c2=O)CC1 (configuration not stated)
4	c1ccc(-c2nnc(CSc3ccc4c(c3)OCCO4)o2)cc1
5	O=C(c1cnn(C(=O)COc2ccccc2F)c1)c1cc(F)ccc1O
6	COc1ccc(C(=O)/C=C/Nc2ccc([N+](=O)[O-])cc2C)cc1OC

compound no.,1,2,3,4,5,6
TRPML3 agonist,1.3,0.9,1.0,0.7,0.1,0.8
TNF necrop inh,-0.6,-6.4,1.8,0.5,-2.3,-2.5
CHOP inh,25,31,-4,22,21,35
Ba/F3 V617F tox,1,4,-1,0,4,1
TRPN1 ag,0.5,2.4,1.0,0.2,0.9,0.1
BaF3 tox,9,7,0,0,-2,2
PPC-1+TRAIL kill,-4,5,-3,6,4,26
Wee1 degr inh,-1,-2,4,1,-3,-1
RBBP9 inhibitor,3,-22,-5,-9,-11,-3

7	Cc1nc2cc(C(=O)O)ccc2s1
8	CC(C)OCCCN1CN(S(=O)(=O)c2ccc(Cl)cc2)c2nc3ccccc3nc21
9	Cc1ccc(NS(=O)(=O)Cc2ccccc2)nc1
10	COc1ccc(C(=O)Nc2cc(C(=O)c3ccccc3)c(C)oc2=O)cc1
11	CCCCNCC#CCOc1cc(C)ccc1C(C)C
12	CCC/C(O)=C1\C(=O)CC(c2ccccc2)CC1=NCCc1c(C)[nH]c2ccccc12 (configuration not stated)

compound no.,7,8,9,10,11,12
TRPML3 agonist,1.3,-0.4,0.4,-0.1,1.1,0.3
TNF necrop inh,-2.6,-0.7,1.2,-0.2,3.2,1.9
CHOP inh,-32,46,-14,-70,59,46
Ba/F3 V617F tox,2,4,-2,1,2,3
TRPN1 ag,0.5,0.1,1.7,0.2,2.8,-0.5
BaF3 tox,7,6,2,4,5,5
PPC-1+TRAIL kill,-4,22,22,-24,31,6
Wee1 degr inh,3,-2,-1,-3,2,0
RBBP9 inhibitor,-5,-12,-8,-13,7,-1

13	COC(=O)c1sc(N2CCN(c3ccc(Cl)cc3)CC2)nc1N
14	O=C(NCc1ccncc1)c1nc(-c2cccs2)no1
15	CCn1c(C(C)NC(=O)c2ccc(OC)c(OC)c2)nc2ccccc21 (configuration not stated)
16	CN1CC(=O)N(CC(=O)Nc2ccc(F)cc2)c2ccccc2C1=O
17	COc1ccc(Cn2cnc([N+](=O)[O-])c2)cc1[N+](=O)[O-]
18	O=C(c1cccs1)N1N=C(c2ccccc2)CC1c1ccc(O)cc1 (configuration not stated)

compound no.,13,14,15,16,17,18
TRPML3 agonist,0.8,1.3,-0.6,0.9,0.8,-0.2
TNF necrop inh,-3.7,0.1,0.8,-1.2,6.0,0.8
CHOP inh,9,8,16,13,0,41
Ba/F3 V617F tox,4,-1,-3,-4,-4,0
TRPN1 ag,0.9,0.1,0.3,0.8,0.1,-0.1
BaF3 tox,1,1,2,-2,3,2
PPC-1+TRAIL kill,4,13,7,-9,4,24
Wee1 degr inh,3,1,-2,-2,3,1
RBBP9 inhibitor,-5,-7,2,-10,-1,-7

19	O=C(/C=C/c1ccccc1[N+](=O)[O-])NCc1ccccc1Cl
20	O=C(O)c1cc2ccccc2n1-c1ccccc1
21	O=c1[nH]c(CSc2nnc(Nc3ccccc3)s2)nc2ccccc12
22	Cc1c(Cl)cccc1NC(=O)N1CCCC1
23	CC1CCCCC1NC(=O)CCn1c(=O)oc2ccccc21 (configuration not stated)
24	COCCNC(=S)NC(=O)c1ccc(C(C)(C)C)cc1

compound no.,19,20,21,22,23,24
TRPML3 agonist,-0.8,0.6,0.5,1.1,0.6,-0.4
TNF necrop inh,1.4,1.3,-1.2,-0.3,-1.0,1.0
CHOP inh,-7,-3,16,38,16,-12
Ba/F3 V617F tox,3,-2,0,-1,-4,1
TRPN1 ag,-2.2,0.7,0.1,1.1,-1.1,-3.2
BaF3 tox,5,13,-4,3,4,11
PPC-1+TRAIL kill,-23,5,10,-6,40,-2
Wee1 degr inh,-1,-4,-1,-1,1,1
RBBP9 inhibitor,-18,3,-7,-9,12,6

25	S=c1[nH]nc(CSCc2ccccc2Cl)n1C1CCCCC1
26	O=C(CN(Cc1ccco1)S(=O)(=O)c1ccccc1)N/N=C/c1ccccc1C(=O)O
27	COc1ccc(/C=C/C(=O)NCCCn2ccnc2)cc1
28	CS(=O)(=O)N(CC(=O)NCc1ccc2c(c1)OCO2)Cc1ccccc1
29	O=C(O)COc1ccccc1/C=C1\SC(=O)N(Cc2ccc(F)cc2)C1=O
30	COc1ccccc1NS(=O)(=O)c1ccc(O)c(C(=O)OCc2cccc([N+](=O)[O-])c2)c1

compound no.,25,26,27,28,29,30
TRPML3 agonist,-0.1,-0.6,1.1,0.4,0.1,1.6
TNF necrop inh,2.6,0.3,-0.2,-0.7,0.6,-0.9
CHOP inh,61,-4,3,26,5,3
Ba/F3 V617F tox,-2,-2,2,-5,-1,1
TRPN1 ag,-1.8,-2.2,-1.0,0.8,-0.2,0.1
BaF3 tox,-2,0,1,2,9,6
PPC-1+TRAIL kill,4,26,-10,-6,15,28
Wee1 degr inh,1,-1,2,0,-2,-4
RBBP9 inhibitor,0,12,-11,1,6,-5

31	CCOc1ccccc1NC(=O)C(=O)NCC1CCCN1CC (configuration not stated)
32	O=C(O)/C=C/C(=O)NNc1ncnc2ccccc12
33	CC(=O)OC1c2ccccc2C(=O)N1Cc1ccccc1 (configuration not stated)
34	COc1ccc(C(=O)Nc2sc3c(c2C(=O)O)CC(C)(C)OC3)cc1
35	COc1ccc(OC)c(NC(=O)CSc2nnnn2-c2ccccc2F)c1
36	O=C(Nc1ccccc1C(=O)OCC(=O)c1c[nH]c2ccccc12)c1ccco1

compound no.,31,32,33,34,35,36
TRPML3 agonist,0.5,-0.4,0.7,0.3,-0.5,0.7
TNF necrop inh,-3.2,2.3,1.2,0.5,-4.6,3.3
CHOP inh,5,-3,29,-23,16,65
Ba/F3 V617F tox,5,1,-1,-2,-2,-3
TRPN1 ag,0.4,0.4,1.5,2.6,-0.4,0.1
BaF3 tox,4,2,6,6,1,2
PPC-1+TRAIL kill,35,28,9,24,-10,22
Wee1 degr inh,-2,-2,2,2,-1,-1
RBBP9 inhibitor,-7,0,-2,-8,-5,-24

Two of these compounds in another layout.
#33 CC(=O)OC1c2ccccc2C(=O)N1Cc1ccccc1 (configuration not stated)
  TRPML3 agonist: 0.7
  TNF necrop inh: 1.2
  CHOP inh: 29
  Ba/F3 V617F tox: -1
  TRPN1 ag: 1.5
  BaF3 tox: 6
  PPC-1+TRAIL kill: 9
  Wee1 degr inh: 2
  RBBP9 inhibitor: -2
#34 COc1ccc(C(=O)Nc2sc3c(c2C(=O)O)CC(C)(C)OC3)cc1
  TRPML3 agonist: 0.3
  TNF necrop inh: 0.5
  CHOP inh: -23
  Ba/F3 V617F tox: -2
  TRPN1 ag: 2.6
  BaF3 tox: 6
  PPC-1+TRAIL kill: 24
  Wee1 degr inh: 2
  RBBP9 inhibitor: -8

Exported with two lines to a compound: part of the list above.
The line under a structure holds: TRPML3 agonist, TNF necrop inh, CHOP inh, Ba/F3 V617F tox, TRPN1 ag, BaF3 tox, PPC-1+TRAIL kill, Wee1 degr inh, RBBP9 inhibitor
(32) O=C(O)/C=C/C(=O)NNc1ncnc2ccccc12
  -0.4, 2.3, -3, 1, 0.4, 2, 28, -2, 0
(33) CC(=O)OC1c2ccccc2C(=O)N1Cc1ccccc1 (configuration not stated)
  0.7, 1.2, 29, -1, 1.5, 6, 9, 2, -2
(34) COc1ccc(C(=O)Nc2sc3c(c2C(=O)O)CC(C)(C)OC3)cc1
  0.3, 0.5, -23, -2, 2.6, 6, 24, 2, -8
(35) COc1ccc(OC)c(NC(=O)CSc2nnnn2-c2ccccc2F)c1
  -0.5, -4.6, 16, -2, -0.4, 1, -10, -1, -5

Continuation.
37	CCOc1ccc(N(CC)S(=O)(=O)c2ccc3c(c2)n(C)c(=O)c(=O)n3C)cc1
38	Cn1c(COc2cccc3cccnc23)nnc1SCC(=O)O
39	O=C(NNc1ccccc1Br)C(O)(c1cccc(C(F)(F)F)c1)c1cccc(C(F)(F)F)c1
40	COC(=O)COc1ccc(S(=O)(=O)NCCC2=CCCCC2)cc1C
41	Cn1cccc1/C=C1/SC(=S)N(CC(=O)O)C1=O
42	CC(=O)Nc1ccc(NC(=O)CSc2nnc(C3CC3)n2C)cc1

compound no.,37,38,39,40,41,42
TRPML3 agonist,0.4,0.3,1.8,0.3,0.7,0.8
TNF necrop inh,0.0,-0.1,-2.1,1.1,0.3,-1.6
CHOP inh,-10,12,103*,57,0,16
Ba/F3 V617F tox,-1,3,2,-5,0,3
TRPN1 ag,0.2,1.7,1.0,-0.5,-0.9,0.7
BaF3 tox,-4,3,2,3,5,5
PPC-1+TRAIL kill,3,6,15,14,10,0
Wee1 degr inh,1,2,5,1,3,4
RBBP9 inhibitor,-3,-6,-15,-5,-1,-14

43	Cc1c(C#N)c(N)nc2c3c(sc12)NC(=O)CC3c1ccc(F)cc1 (configuration not stated)
44	CCOC(=O)CN1CC23C=CC(O2)C(C(=O)NCc2ccc(F)cc2)C3C1=O (configuration not stated)
45	O=C(Cn1[nH]c(=O)c2ccccc2c1=O)Nc1cccc(S(=O)(=O)N2CCCCCC2)c1
46	Oc1ccc(/C=N/N(Cc2ccccc2)c2ccccc2)c(O)c1O

compound no.,43,44,45,46
TRPML3 agonist,0.0,0.6,2.2,-0.3
TNF necrop inh,-1.9,0.6,-1.3,-0.1
CHOP inh,12,-4,21,80*
Ba/F3 V617F tox,-4,-4,4,4
TRPN1 ag,2.6,-0.2,10,-0.2
BaF3 tox,0,4,1,8
PPC-1+TRAIL kill,-17,15,4,1
Wee1 degr inh,2,-3,-1,-1
RBBP9 inhibitor,2,-10,-9,-11
